# Screening results as filed in PubChem.
# ERK EGF inh = inhibitors of EGF-stimulated ERK signaling pathway; HEK293-V1b, EGF-stimulated phospho-ERK AlphaScreen; 0.41% of 130,000 active; Potency, µM (titrated, usually from 11.5 µM), for the others: at the top dose activity change, negative = inhibition, hits mostly inhibitors; AID 1454; active = well fitted inhibition curve with a large enough effect; inconclusive = small, poorly fitted or top-dose-only effect, or effect the other way;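 note: plate controls were stimulated vehicle wells for no effect and unstimulated vehicle basal for full effect; nearly all actives have a fitted effect of over 55% in size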
#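 Readout: AlphaScreen signal for phosphorylated ERK in lysed HEK293 cells stably expressing V1b. Stimulus 25 nM EGF, 5 min, following 30 min compound exposure. Data scaled to DMSO basal and full EGF activation.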
# * hit, by the source's call; u = inconclusive; & = joins results of further samples; [ ] = dose if it differs, or a comment. Potency is the fitted concentration of half-maximal effect. Not all compounds are listed; count on the stated rates, not on these rows.
SMILES,ERK EGF inh
COC(=O)c1cccn(CC(=O)c2ccc(Cl)cc2)c1=O,5%
O=C(CSc1ccccn1)Nc1ccc(F)c([N+](=O)[O-])c1,-22%
Cn1cc2c(=O)n(/N=C/c3ccccc3)cnc2n1,0%
CCN(CC)C(=O)NC1CC(=O)N(c2ccc(OC)cc2)C1 (configuration not stated),-6%
COc1cc(C)c(Br)cc1S(=O)(=O)NCCCN1CCOCC1,-5%
O=C(c1ccc(Cl)c([N+](=O)[O-])c1)N1CCN(c2ccccc2)CC1,35%
NC(=O)c1c(N)sc2c1CCC2,-19%[57.5 µM]
CCN1CCCC1Cn1cnc2c([nH]c3ccc(OC)cc32)c1=O (configuration not stated),3%[57.5 µM]
C=CCn1cccc(C(=O)Nc2ccc(OC)cc2)c1=O,-1%
Cc1csc(NC(=O)c2nn(C)c(C)c2[N+](=O)[O-])n1,-7%
Cc1cc(Br)ccc1SCC(=O)Nc1cccnc1,-8%
O=C(c1cc(COc2ccc3ncccc3c2)on1)N1CCCC(O)C1 (configuration not stated),-11%
Cc1ccc(-n2c(SCC(=O)O)nc3sc4c(c3c2=O)CCCC4)cc1,1%
O=C(Nc1cccnc1)c1ccc2nc(-c3ccccc3)c(-c3ccccc3)nc2c1,-4%
COc1cccc(-n2nc3c(=O)n(Cc4ccccc4Cl)nc(C)c3c2C)c1,2%
CCCC1(C(=O)OCC)NC(c2ccc(N(C)C)cc2)C2C(=O)N(c3ccccc3)C(=O)C21 (configuration not stated),10%
CC(OC(=O)c1cc2c(s1)CCCCC2)C(=O)NC(N)=O (configuration not stated),-5%
Cc1ccc(NC(=O)CSc2nc(C)c(Cc3ccccc3)c(=O)[nH]2)cc1,7%
Cc1ccccc1/C=C1\SC(=S)N(/N=C/c2cc([N+](=O)[O-])ccc2O)C1=O,-20%
O=[N+]([O-])c1ccc(Nc2ccccc2)nc1,-5%

# Compounds shown so far containing a halogen (6):
SMILES,ERK EGF inh
COC(=O)c1cccn(CC(=O)c2ccc(Cl)cc2)c1=O,5%
O=C(CSc1ccccn1)Nc1ccc(F)c([N+](=O)[O-])c1,-22%
COc1cc(C)c(Br)cc1S(=O)(=O)NCCCN1CCOCC1,-5%
O=C(c1ccc(Cl)c([N+](=O)[O-])c1)N1CCN(c2ccccc2)CC1,35%
Cc1cc(Br)ccc1SCC(=O)Nc1cccnc1,-8%
COc1cccc(-n2nc3c(=O)n(Cc4ccccc4Cl)nc(C)c3c2C)c1,2%

# Remaining list, next part.
SMILES,ERK EGF inh
CCOC(=O)C1=C(C)NC(=O)NC1c1cccs1 (configuration not stated),-2%
COc1ccc(C(C(=O)NCC2CCCO2)N(C(=O)CNC(=O)c2cccs2)c2ccccc2C)cc1OC (configuration not stated),4%
Cc1cc2ncc(S(=O)(=O)c3ccccc3)c(N)n2n1,-3%
CC1CN(C(=S)c2cccc([N+](=O)[O-])c2)CC(C)O1 (configuration not stated),3%
O=C(Nc1ccccn1)c1cccc(S(=O)(=O)N2CCCCC2)c1,1%
CCOC(=O)c1sc(NC(=O)CCCn2nc([N+](=O)[O-])c(Cl)c2C)c(C(=O)OCC)c1C,6%
O=C1CC(Nc2cc(=O)[nH]c(=O)[nH]2)C(=O)N1c1ccccc1Cl (configuration not stated),0%[57.5 µM]
COc1ccc(N2CCN(C(=O)c3ccc4c(Cl)c5c(nc4c3)CCCC5)CC2)cc1,-2%
CCOC(=O)c1c(NC(=O)C2C3C=CC(C3)C2C(=O)O)sc2c1CCC(CC)C2 (configuration not stated),18%
O=C(c1cnccn1)N1CCC2(CC1)CN(C(c1ccccc1)c1ccccc1)C2,4%
COC(=O)c1sc2nc(SCc3ccccc3C)n(N)c(=O)c2c1C,8%
c1ccc(-c2ccc(N3CCCC4(CCNCC4)C3)cc2)cc1,u
O=C(CNC(=O)C12CC3CC(CC(C3)C1)C2)OCc1cc(=O)n2cc(Br)ccc2n1,-10%
O=c1c2c(nc3nc(NCc4ccc(Cl)cc4)[nH]n13)CCC2,-1%
S=c1[nH]c2cc(-c3ccccc3)ccc2o1,-8%[57.5 µM]
COc1cccc(COCCN2CCN(S(=O)(=O)c3ccc(C)cc3)CCC2=O)c1,-10%
NC(=O)c1ccc[n+]([C@@H]2O[C@H](COP(=O)([O-])OP(=O)(O)OC[C@H]3O[C@@H](n4cnc5c(N)ncnc54)[C@@H](O)[C@@H]3O)[C@@H](O)[C@@H]2O)c1,-2%[25.7 µM]
NCCC[C@@H](CC(=O)N[C@@H]1CCNC[C@H]1C(=O)N[C@H](CC(=O)N[C@@H](CCC(=O)O)CC(=O)O)Cc1c[nH]c2ccccc12)NC(=O)C[C@H](Cc1c[nH]c2ccccc12)NC(=O)[C@@H]1CNCC[C@H]1N,-13%
Cc1cc(=O)c(C(=O)O)cn1-c1ccc(C(C)C)cc1,2%
COc1cc(C)c(/C=C(\C#N)C(=O)Nc2cccc(C)c2)cc1C(C)C,4%
COc1ccc(/C([O-])=C(/C(=S)Nc2ccc(C)c(C)c2)n2c[n+](C)c3ccccc32)cc1OC,-3%
COc1ccc(CCC(=O)c2c(O)cc(OC3OC(CO)C(O)C(O)C3O[C@@H]3OC(C)C(O)C(O)C3O)cc2O)cc1O (some centres not stated),0%
CNCc1cc(Cl)cc(OC)c1OC(C)C,-6%
O=C(Cn1cnc2c(nnn2-c2cccc(Cl)c2)c1=O)NCc1ccccc1,2%[57.5 µM]
Cc1cccc(NC(=O)c2c([N+](=O)[O-])c(C(C)(C)C)nn2C)c1,19%
CN(C)CC(C)(C)CNC(=S)Nc1ccc(S(=O)(=O)N2CCOCC2)cc1,4%
O=C(NC(=S)Nc1cccc(Cl)c1N1CCCCC1)c1ccc2c(c1)OCCO2,-4%
COc1ccc(C(=O)NNC(=O)C(=O)NCc2ccccc2)cc1,7%
CCCCCC(=O)NC(NC(=S)N1CCOCC1)C(Cl)(Cl)Cl (configuration not stated),9%
O=C(COC(=O)c1ccccc1NS(=O)(=O)c1cccs1)NC1CCCCC1,0%
CCN(CC)C(=S)SCC(=O)Nc1ncc2c(n1)CCCC2=O,2%[57.5 µM]
CCOC(=O)CSc1nc2c(sc(=S)n2-c2ccccc2)c(=O)[nH]1,-1%
O=C(COc1ccc(Br)cc1Cl)NC(=O)Nc1ccc2c(c1)OCCO2,0%
Cc1cc(Nc2cccc(Cl)c2)nc(NCc2ccccc2)n1,u
CC(=O)C1=C(C)N(Cc2ccccc2)C(=O)N[C@H]1c1cccc(C(F)(F)F)c1,14%&-19%
O=C1OCCC1Sc1ncnc2sc3c(c12)CCC3 (configuration not stated),4%
CNCCOc1nc(N2CCOCC2)nc(C)c1[N+](=O)[O-],5%
CC(C)CC(=O)NC(=S)Nc1ccc(S(=O)(=O)NC(C)(C)C)cc1,-5%
COc1ccc(C2CC(=O)Oc3cc(O)cc(O)c32)cc1 (configuration not stated),5%[57.5 µM]
CSc1nc(Cc2ccccc2)cc(=O)[nH]1,-1%

# Seven of the entries above in order of the ERK EGF inh value, largest number first:
smiles	ERK EGF inh
Cc1cccc(NC(=O)c2c([N+](=O)[O-])c(C(C)(C)C)nn2C)c1	19%
CNCCOc1nc(N2CCOCC2)nc(C)c1[N+](=O)[O-]	5%
O=C1OCCC1Sc1ncnc2sc3c(c12)CCC3 (configuration not stated)	4%
O=C(COC(=O)c1ccccc1NS(=O)(=O)c1cccs1)NC1CCCCC1	0%
CSc1nc(Cc2ccccc2)cc(=O)[nH]1	-1%
CC(C)CC(=O)NC(=S)Nc1ccc(S(=O)(=O)NC(C)(C)C)cc1	-5%
CNCc1cc(Cl)cc(OC)c1OC(C)C	-6%

# Later entries:
SMILES,ERK EGF inh
CCS(=O)(=O)c1ccc(OC)c(N=Nc2ccc(O)c3ncccc23)c1,-4%
COC(=O)c1ccc(NC(=O)C2CC(=O)OC2c2ccccc2)cc1 (configuration not stated),11%[57.5 µM]
CCC(=O)N1N=C(c2ccc(C)o2)CC1c1ccc(OC)cc1 (configuration not stated),-3%
CCOCc1[nH]c(=S)[nH]c(=O)c1Cc1ccc(OC(C)C)cc1,-1%
COc1cc(C(=O)Nc2nnc(C3CC3)s2)ccc1OCc1c(C)noc1C,-1%
Oc1ccc2ccccc2c1N=Nc1ccc(F)cc1,13µM*
CC(=O)NC(CC(=O)OCC(=O)c1c(N)n(C)c(=O)n(C)c1=O)c1ccccc1 (configuration not stated),-4%
CCC1CCCCN1S(=O)(=O)c1ccc(C(=O)Nc2nnc(-c3ccccc3Cl)o2)cc1 (configuration not stated),5%
O=C(O)c1ccc(COc2ccccc2/C=C2\NC(=O)N(Cc3ccc(F)cc3)C2=O)cc1,39%
CC(=O)OCC(=O)[C@@]1(O)CC[C@H]2[C@@H]3CCC4=CC(=O)CC[C@]4(C)[C@H]3[C@@H](O)C[C@@]21C,-19%[57.5 µM]
O=C(OCCN1CCCCC1)C1(c2ccccc2)CCCC1,u
CCOC(=O)C1(CC2CC2)CCN(Cc2cnc(-c3ccc(OC)cc3)nc2)CC1,-4%[57.5 µM]
Oc1[nH]c2ccc(Br)cc2c1N=NC(=S)N1CCOCC1,1%[57.5 µM]
COc1ccc(-c2cc(C)nc(SCc3cccc(C(=O)O)c3)n2)cc1,-4%
COc1ccc(C)cc1N=Nc1ccc(O)c2ncccc12,u
Cc1sc2ncn(CC(=O)NCCCC(=O)N3CCN(Cc4ccc5c(c4)OCO5)CC3)c(=O)c2c1C,-3%
CC(C)n1c(O)c(N=NC(=O)Cn2ccc(C(F)(F)F)n2)c2ccccc21,3%
Cc1cccc(C(C)(C)C)c1OCCN1CCCC1,-1%
COc1ccc(C(C)=O)cc1COC(=O)CNC(=O)c1ccc(F)cc1,5%
COc1cc(C(=O)NCCc2cc3c(OC)ccc(OC)c3[nH]c2=O)cc(OC)c1OC,2%
COc1cccc(NC(=O)CCSc2nnc3scc(-c4ccccc4)n23)c1,-3%
C/C(=N\Nc1ccccc1)c1cc2ccccc2oc1=O,1%
CC(C)CCN1C(=O)c2ccc(C(=O)Nc3cccc(S(N)(=O)=O)c3)cc2C1=O,0%
CC1CCc2onc(C(=O)O)c2C1 (configuration not stated),13%
Cc1n[nH]c(=O)n1-c1ccc(C(C)C)cc1,-1%
CCOc1ccc(-n2c([S-])c(C(=O)Nc3ccc(S(=O)(=O)N4CCOCC4)cc3)[n+]3cc(C(N)=O)ccc23)cc1,5%[57.5 µM]
CC(=O)c1cnc2scnn2c1=O,1%
COc1ccc(-c2[nH]ncc2[C@@H]2C[C@H]3CN(Cc4ccccc4C)C(=O)[C@]34CCCN24)cc1,2%
O=C1Nc2ccccc2N=C(c2ccccc2)C1Br (configuration not stated),11%
NC(=O)Nc1ccc(C(=O)OCC(=O)Nc2cccc(S(=O)(=O)NC3=NCCCCC3)c2)cc1,-8%[57.5 µM]
O=C(CSc1nncs1)NC(=O)NCc1ccco1,9%
Cc1nnc(SCC(=O)Nc2ccccc2N2CCOCC2)s1,3%
Cc1ccc(/C=C/C(=O)N2CCN(S(=O)(=O)c3cccs3)CC2)o1,-11%[57.5 µM]
Cc1nn(-c2ccccc2)c(Cl)c1/C=N/NC(=O)c1ccc(CNc2ccccc2)o1,-5%
Cc1[nH]c2ccccc2c1/C=N/NC(=S)NCc1ccccc1,3%
CCOC(=O)c1csc(-n2nc(C)cc2C(F)(F)F)n1,-1%
C=C1C(=O)O[C@@H]2[C@H]1[C@@H](OC(=O)/C(C)=C/C)C/C(C)=C\C(=O)/C=C(\C)[C@@H]2O,14%[57.5 µM]
CC1(C)CC(CCNS(=O)(=O)c2ccccc2)(c2ccccc2)CCO1 (configuration not stated),-1%
S=C(Nc1ccc(Cl)c(Cl)c1)NC1CCN(Cc2ccccc2)CC1,u
O=C(C[n+]1ccccc1)N1CCCc2ccccc21,-7%
COc1ccc(NC(=S)/N=C(\N)Nc2nc(C)c3ccc(C)cc3n2)cc1,-7%
COc1ccccc1NC(NC(=O)c1ccccn1)C(Cl)(Cl)Cl (configuration not stated),-8%
O=C1C2C3C=CC(C3)C2C(=O)N1c1ccc2ccccc2n1 (configuration not stated),-2%
CSc1nsc2nc(=O)c(/C=C3\C(C)=Nc4ccc(C)cc43)c(N)n12,u
CCc1c(C)nc2c(-c3ccccc3)c(C)nn2c1Nc1ccc(NC(C)=O)cc1,-5%[57.5 µM]
CC1CC(C)(C)OC(C[N+]2(C)CCCCC2)O1 (configuration not stated),-3%[57.5 µM]
CC(=O)OC(COc1ccccc1)Cn1cnc2cc(C)c(C)cc21 (configuration not stated),6%
COC(=O)c1ccc(CC(=O)c2ccc(O)cc2O)o1,0%[57.5 µM]
COc1ccc(C2CC(=O)Oc3c2c(=O)n(C)c2ccccc32)c(OC)c1OC (configuration not stated),3%
CCOC(=O)CNC(=O)c1ccc(OCC(F)(F)F)cc1,-1%
CS(=O)(=O)N1CCN(c2ccccc2NC(=O)c2ccc3ccccc3c2)CC1,4%
O=C(/C=C/c1ccc(OCc2ccccc2)cc1)c1cccs1,0%
CC1C[N+](=C2C=C(N3CCOCC3)CC(C)(C)C2)CC(C)O1 (configuration not stated),-16%[57.5 µM]
COCCCNC1CS(=O)(=O)CC1O (configuration not stated),-6%[57.5 µM]
COc1ccc(NC(=O)c2ccc(S(=O)(=O)C(F)F)cc2)c(OC)c1,-2%
CN(C)/C=N/NC(=O)c1ccccc1Cl,6%[57.5 µM]
